RGS4 act: RGS4 potentiation or activation. HEK293 M3R/inducible RGS4, carbachol calcium flux Fluo4; active compounds read low. B-score at 10 µM. 310,000 tested, 0.92% active. AID 463111;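 active = B-score of the integrated calcium signal more than 4 SD below the library mean, with starting fluorescence not abnormally high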;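 also: negative B-score means reduced calcium response which marks RGS4 activation or potentiation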
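System – HEK293 FlpIn-TREx cells, stable M3R, doxycycline-inducible RGS4 · Reagent – ECmax carbachol challenge · Times – compound preincubation 20 min at room temperature before agonist · Technique – Fluo4 fluorescence kinetic imaging of calcium · Measure – B score of integrated Fluo4 ratio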
KCNQ1 act: human KCNQ1 channel potentiation or activation. CHO-K1 KCNQ1, thallium flux FluxOR fluorescence; active compounds read high. B-score at 10 µM. 310,000 tested, 0.35% active. AID 2648;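 active = fluorescence ratio B-score, a plate-corrected score, at least three library SD, with initial intensity B-score within 5 SD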
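System: CHO-K1 cells stably expressing KCNQ1 / Medium: assay buffer for compound exposure, DMSO matched across wells / Reagent: thallium- and potassium-containing depolarizing buffer / Compound: one concentration, matched DMSO / Incubation: 20 min compound pretreatment at room temperature / Measured by: kinetic FluxOR fluorescence, 10 s baseline plus 110 s post-stimulus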
HDAC3 inh: inhibitors of human histone deacetylase 3 | O15379 | recombinant HDAC3, fluorogenic peptide/trypsin coupled, fluorescence | inhibition, % at 8.3 µM | 320,000 tested, 0.15% active | AID 2718; in the data active = inhibition above about 26%, passing the limit was not always enough; inconclusive = no clear call, values can overlap the other calls
Target sequence (O15379 whole entry, looked up): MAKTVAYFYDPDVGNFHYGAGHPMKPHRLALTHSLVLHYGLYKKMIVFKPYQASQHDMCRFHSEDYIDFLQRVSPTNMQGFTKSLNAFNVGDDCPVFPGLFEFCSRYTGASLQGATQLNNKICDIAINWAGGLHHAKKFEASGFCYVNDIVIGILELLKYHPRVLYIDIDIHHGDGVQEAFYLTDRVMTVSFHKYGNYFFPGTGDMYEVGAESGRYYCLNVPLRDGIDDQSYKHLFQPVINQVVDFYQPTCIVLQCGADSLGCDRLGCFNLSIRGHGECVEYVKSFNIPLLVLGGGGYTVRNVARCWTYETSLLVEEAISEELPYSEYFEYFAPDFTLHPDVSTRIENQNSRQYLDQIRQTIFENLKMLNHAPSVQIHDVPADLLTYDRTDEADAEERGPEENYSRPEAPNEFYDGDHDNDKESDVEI
TMEM16A act: activators or potentiators of mouse TMEM16A chloride channel | Q8BHY3 | HEK293 TMEM16A/YFP-H148Q/I152L, iodide quench fluorescence; active compounds read low | B-score at 10 µM | 340,000 tested, 0.3% active;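 active = fluorescence-ratio B-score plate-corrected deviation score at least 3 library SD below zero, with starting fluorescence score within 5 deviations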;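 also: channel opened by trigger with iodide after compound preincubation; score built on the fluorescence ratio of max minus min over baseline; more negative score means more quench and so TMEM16A activation or potentiation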
ANO1 block: mouse TMEM16A channel inhibition, primary screen. 310,000 tested, 1.2% active. normalized B-score (activity score, 25-100; higher = stronger inhibition) at 10 µM. Q8BHY3. HEK293 TMEM16A/YFP iodide influx fluorescence, ionomycin;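 active = ratio plate-corrected score three or more library SD toward inhibition, starting fluorescence score within five deviations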;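 also: score derived from kinetic fluorescence span divided by baseline fluorescence per well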
hERG protect: compounds protecting human hERG from proarrhythmic drug block. CHO-hERG, FluxOR thallium flux, dofetilide IC70 present. activation (rescue from dofetilide block), less the hit threshold, % at 10 µM. 310,000 tested, 0.51% active;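 active = activation above the mean of controls blocked by dofetilide plus 5 SD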;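 also: thallium influx through hERG after potassium depolarization seen as dye fluorescence rise; in these data hits start at about 4.7%; inactives centre near -7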
SKKanGAS inh: inhibitors of SKKanGAS S. pyogenes growth in kanamycin (SK-promoter or general growth effect). AID 1662. 300,000 tested, 1.3% active. inhibition, % at 7.5 µM. BacTiter-Glo, 6 h;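 active = mean replicate score, as percent of positive control median, at least 50; inconclusive = mean below 50 but one replicate at or above 50; inactive = mean and every replicate below 50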;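 also: strain carries kanamycin resistance gene driven by streptokinase promoter and grows in 40 µg/ml kanamycin; loss of luminescence reflects streptokinase promoter inhibition or plain growth inhibition; 0% = median of DMSO wells and 100% = positive control at its reference dose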
KCNQ1 block: human KCNQ1 channel inhibition; 310,000 tested, 1.3% active; B-score at 10 µM; CHO-K1 KCNQ1, FluxOR thallium flux fluorescence; active compounds read high; P51787;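 active = compounds whose thallium flux B-score, printed positive for inhibition, exceeds three library SD while starting fluorescence stays within three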;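 also: channel opened by potassium depolarization with thallium stimulus after 20 min compound exposure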
KCNK3 block: human KCNK3 channel inhibition, primary screen; O14649; CHO-KCNK3 thallium flux, FluxOR fluorescence; active compounds read low; 340,000 tested, 0.84% active; AID 602410; B-score at 10 µM;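 active = B-score under library mean minus 4 SD, starting fluorescence ratio at most library mean plus 5 SD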;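 also: more negative B-score means stronger inhibition of thallium flux through KCNK3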
Target sequence (O14649 whole entry, looked up): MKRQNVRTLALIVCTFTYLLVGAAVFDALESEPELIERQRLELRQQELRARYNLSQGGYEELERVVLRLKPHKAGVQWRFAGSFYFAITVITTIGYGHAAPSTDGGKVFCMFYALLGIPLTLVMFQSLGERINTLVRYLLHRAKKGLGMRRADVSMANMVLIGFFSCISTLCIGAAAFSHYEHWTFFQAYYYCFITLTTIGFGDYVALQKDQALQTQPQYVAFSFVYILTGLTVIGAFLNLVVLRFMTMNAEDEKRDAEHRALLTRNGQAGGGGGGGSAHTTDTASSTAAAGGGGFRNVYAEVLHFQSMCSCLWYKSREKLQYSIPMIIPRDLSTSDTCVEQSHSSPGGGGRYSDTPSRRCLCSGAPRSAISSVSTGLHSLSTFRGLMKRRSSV
RGS4 inh: inhibitors of human RGS4; P49798; HEK293 M3R/RGS4 inducible, Fluo-4 calcium flux; active compounds read high; triggered by carbachol at its EC20; B-score at 10 µM; 310,000 tested, 0.45% active; AID 463165;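 active = B-score, a plate-corrected calcium signal, over three deviations above library mean, with baseline fluorescence within five deviations of library mean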;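 also: RGS4 expression induced by doxycycline in cells with stable M3 receptor; B-score is computed from the integrated fluorescence ratio over baseline after carbachol; higher B-score means a larger calcium signal and so more RGS4 inhibition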
Target sequence (P49798 whole entry, looked up): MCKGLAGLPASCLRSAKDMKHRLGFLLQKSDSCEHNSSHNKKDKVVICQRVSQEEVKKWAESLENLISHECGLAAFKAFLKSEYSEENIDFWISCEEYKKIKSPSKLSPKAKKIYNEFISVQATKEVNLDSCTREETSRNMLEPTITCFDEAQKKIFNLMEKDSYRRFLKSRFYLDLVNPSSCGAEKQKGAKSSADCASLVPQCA
KCNK9 block: blocks the human KCNK9 two-pore domain potassium channel. Q9NPC2. B-score at 10 µM. HEK293 KCNK9, FluxOR thallium flux fluorescence; active compounds read low. 310,000 tested, 1.2% active;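 active = ratio B-score over 3 SD below the library mean, with starting fluorescence within 5 SD of its mean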;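 also: negative B-score means less thallium flux so channel inhibition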
* marks the source's active call; other numbers are inactive results; i = inactive; ? = inconclusive; nt = no result given.

smiles	RGS4 act	KCNQ1 act	HDAC3 inh	TMEM16A act	ANO1 block	hERG protect	SKKanGAS inh	KCNQ1 block	KCNK3 block	RGS4 inh	KCNK9 block
COc1cccc(N2CCN(Cc3nc4ccccc4c(=O)[nH]3)CC2)c1	i	i	0.9	i	i	-3.3	0.6	i	i	i	i
O=[N+]([O-])c1ccccc1N/N=C/c1cc2ccccc2nc1Cl	i	i	0.4	i	i	-0.3	-12.6	i	i	i	i
COc1ccc(CN(C(=O)c2cc3ccccc3oc2=O)C2CCS(=O)(=O)C2)cc1OC (stereo not drawn)	i	i	2.1	i	i	-9.8	-4.6	i	i	i	i
COc1ccccc1NCN1C(=O)CCC1=O	i	i	3.1	i	i	-7.6	-1.5	i	i	i	i
O=C(CSc1nc2[nH]ncc2c(=O)[nH]1)Nc1cccc(Cl)c1	i	i	-0.5	i	i	-13.8	4.4	i	i	i	i
COc1ccc(-c2noc(CN(C)S(=O)(=O)c3ccccc3)n2)cc1OC	i	i	-5.6	i	i	-0.4	1.7	i	i	i	i
O=C(O)c1cccc(CSc2nnc(COc3ccccc3)o2)c1	i	i	-1.1	i	i	-3.3	0.2	i	i	i	i
CSc1ccc(-c2cccc([N+](=O)[O-])c2)nn1	i	i	-4.8	i	i	-21.8	3.3	i	i	i	i
O=C(Nc1nc2n(n1)C(c1ccc(Cl)cc1)CC(c1ccc(Cl)cc1)N2)c1ccco1 (stereo not drawn)	i	i	2.4	nt	i	-9.7	54.9*	i	nt	i	-7.68*
O=C(OCc1ccc(Cl)cc1)c1ccccc1C(=O)c1ccccc1	i	i	1.0	i	100*	-9.4	31.6	i	i	i	-11.9*
COC(=O)c1ccc(/C=N/NC(=O)CC(=O)NC(C)C)cc1	i	i	-1.1	i	i	1.8	1.9	i	i	i	i
COc1ccccc1-c1ccc(=O)n(CC(=O)Nc2ccc(C(=O)N3CCCC3)cc2)n1	i	i	-1.9	i	i	-9.6	1.0	i	i	i	i
COc1ccc(S(=O)(=O)N(C)C)cc1NC(=O)CCCSc1ccccc1	i	i	0.6	i	i	-7.2	-2.7	i	i	i	i
COc1cccc(CNS(=O)(=O)c2cccc(S(=O)(=O)N3CCOCC3)c2)c1	i	i	0.2	i	i	-6.8	2.6	i	i	i	i
N#Cc1cccc(C(=O)Nc2cccc(S(=O)(=O)N3CCCC3)c2)c1	i	i	-4.8	i	i	-10.2	18.0	i	i	i	i
COc1ccc(C(C(=O)NC2CCCC2)N(Cc2ccco2)C(=O)c2snc(C(N)=O)c2N)cc1OC (stereo not drawn)	i	i	-4.3	i	i	-14.5	2.5	i	i	i	i
Cc1cc(=O)[nH]c(SCC(=O)Nc2cc(S(=O)(=O)N(C)C)ccc2Cl)n1	i	i	4.0	i	i	-10.7	6.3	i	i	i	i
CCN1/C(=C/C=C/c2sc3ccccc3[n+]2CC)Sc2ccccc21	-7.02*	i	-0.5	i	i	-20.6	88.7*	i	-13.2*	i	-24.1*
COCCn1c(SC2CCCCC2=O)nnc1-c1ccncc1 (stereo not drawn)	i	i	0.2	i	i	-12.4	0.8	i	i	i	i
Cc1cccnc1NC(=S)Nc1ccc(Cl)c(Cl)c1	i	i	-1.2	i	i	-33.0	39.9	i	i	i	i
Cc1cc(NC(=O)CSc2nnc(CNC(=O)c3ccccc3)o2)no1	i	i	?	i	i	-7.1	13.8	i	i	i	i
O=C(NNC(=O)c1ccc(Br)o1)c1ccc(NC(=O)c2ccccc2)cc1	i	i	-2.8	i	i	-15.5	5.3	i	i	i	i
NS(=O)(=O)c1ccc(CCNc2ccnc3cc(Cl)ccc23)cc1	i	i	-1.4	i	i	-5.8	0.6	i	i	i	i
O=C(O)CC1(CC(=O)Nc2ccc3ccccc3c2)CCCCC1	i	i	-0.2	i	i	1.9	3.9	i	i	i	i
CS(=O)(=O)N(Cc1ccc(F)cc1)Cc1nc2ccccc2c(=O)[nH]1	i	i	1.6	i	i	-10.9	2.5	i	i	i	i
Cc1noc(C(=O)Nc2ccc(C#N)cc2)c1Cl	i	i	-3.0	i	i	-3.1	-3.2	i	i	i	i
CC1=CCn2c(=O)c3ccccc3c(=O)n2C1	i	i	-6.4	i	i	-8.7	-27.1	i	i	i	i
CCN(CC)CCNC(=O)C1c2cc(OC)c(OC)cc2C(=O)N(C)C1c1cccs1 (stereo not drawn)	i	i	5.4	i	i	-10.8	-5.9	i	i	i	i
CC1(C)CC(=O)C(C=NCCN2CCN(C3CC(=O)N(c4ccc(Br)cc4)C3=O)CC2)=C(O)C1 (stereo not drawn)	i	i	14.9	i	i	-8.5	7.3	i	i	i	i
O=C(Nc1ccccc1)/C(=C\c1ccccc1)NC(=O)c1ccco1	i	i	1.2	i	i	-2.3	-1.2	i	i	i	i
N=C1/C(=C\c2ccc(OC(=O)c3ccc(F)cc3)cc2)C(=O)N=C2SC(N3CCOCC3)=NN12	i	i	-11.7	i	i	-5.4	7.0	i	i	i	i
O=C(NC(=S)Nc1ccccc1)c1csnn1	i	116*	-2.1	i	i	63.3*	5.2	i	i	i	i
O=C(c1ccc2c3n(nc2c1)-c1ccc(Cl)cc1CO3)N1CCOCC1	i	i	1.2	i	i	-6.9	-6.1	i	i	i	i
COc1cccc(/C=N/NC(=O)c2ccccc2NC(=O)c2ccco2)c1OC	i	i	-1.1	i	i	-0.5	-10.3	i	i	i	i
N#C/C(C(N)=O)=C1/CCc2ccccc2N1	i	i	0.1	i	i	-1.9	-11.3	i	i	i	i
COc1ccc(NC(=O)Cc2c(F)cccc2Cl)cc1	i	i	-1.2	i	i	-4.9	-4.9	i	i	i	i
CC(=O)c1sc(NC(=O)c2ccc(C(C)(C)C)cc2)nc1C	i	i	2.3	i	i	-6.7	4.4	i	i	i	i
Cc1cc(C(=O)N2CCC(Cc3ccccc3)CC2)no1	i	i	4.5	i	i	-4.6	-2.5	i	i	i	i
CC1(C)Cc2ccccc2C(Nn2cnnc2)=N1	i	i	-4.0	i	i	-8.0	-0.4	i	i	i	i
Cc1cc(OCC(=O)NCC(c2cccs2)N2CCOCC2)ccc1C(C)C (stereo not drawn)	i	i	4.0	i	i	-14.6	-3.3	i	i	i	i
CC(C)(C)NCC(O)COc1ccccc1C(=O)CCc1ccccc1 (stereo not drawn)	i	i	1.4	i	i	0.8	-3.5	i	i	i	i
Cc1ccc(/C=C(\C#N)c2nc3ccccc3[nH]2)s1	i	i	9.2	i	i	-2.7	1.8	i	i	i	i
COc1cc(C(=S)N2CCOCC2)ccc1OC(=O)Cc1ccc(F)cc1	i	i	2.5	i	i	-4.2	-6.8	i	i	i	i
Cc1ccc(CC(=O)NCC(O)c2ccccc2)cc1 (stereo not drawn)	i	i	0.6	i	i	-3.1	-0.1	i	i	i	i
Cc1ccc(-c2cccc(NC(=O)C3C(C(=O)O)[C@@H]4C=C[C@H]3C4)c2)o1 (stereo partly drawn)	i	i	-8.6	i	i	-4.7	-3.6	i	i	i	i
CCCCCNC(=O)C(C)Sc1ccc(Cl)cc1 (stereo not drawn)	i	i	-1.1	i	i	-10.1	0.4	i	i	i	i
CCCCN(C(=O)c1cc(=O)[nH]c2ccccc12)c1c(N)n(CCC)c(=O)[nH]c1=O	i	i	3.1	nt	i	-17.8	1.4	i	nt	i	i
CCN(CC)C(=O)/C(NC(=O)c1ccccc1)=C(/Sc1ncccn1)c1ccccc1	i	i	-1.9	i	i	-37.6	-0.5	i	i	i	i
Cc1ccc(-c2oc3ccccc3c(=O)c2OCC(=O)O)cc1	i	i	?	i	i	-10.6	2.9	i	i	i	i
Nc1nc2ccccc2n1CCOc1ccccc1Cl	i	i	-3.1	i	i	-13.8	-2.3	i	i	i	i
Cc1ccc(CNC(=O)CCCCCNC(=O)N2CCn3c2nc2ccccc23)cc1	i	i	-0.1	i	i	-8.0	1.7	i	i	i	i
O=C(CCN1C(=O)C2CCCCC2C1=O)Nc1nc(-c2ccc(F)c(F)c2)cs1 (stereo not drawn)	i	i	7.9	i	i	-22.7	8.4	i	i	i	i
Cc1cc(NC(=O)CCC(=O)N(c2ccc(C)c(F)c2)C(C(=O)NC2CCCC2)c2ccco2)no1 (stereo not drawn)	i	i	4.8	i	i	-2.4	6.8	i	i	i	i
CC(NC(N)=O)C12CC3CC(CC(C3)C1)C2 (stereo not drawn)	i	i	1.9	i	i	-11.1	-4.7	i	i	i	i
CC(=O)c1c(C)[nH]c(C(=O)Nc2ccc3c(c2)OCCO3)c1C	i	i	3.4	i	i	-7.4	2.1	i	i	i	i
CCSc1nnc(NC(=O)c2csc3c2CCCC3)s1	i	i	-4.5	i	i	-9.0	2.7	i	i	i	i

(cont.)
smiles	RGS4 act	KCNQ1 act	HDAC3 inh	TMEM16A act	ANO1 block	hERG protect	SKKanGAS inh	KCNQ1 block	KCNK3 block	RGS4 inh	KCNK9 block
CCCCCCNC(=O)CCCCCNS(=O)(=O)c1ccc(OC)cc1	i	i	3.2	i	i	-4.0	-11.6	i	i	i	i
Cc1cc(C)n(C(=O)c2ccc(Cl)c(F)c2F)n1	i	i	-2.0	i	i	-8.2	0.1	i	i	i	i
COc1ccc(C(=O)Nc2nnc(SCC(=O)NCc3ccco3)s2)c(OC)c1	i	i	-7.7	i	i	-4.9	23.9	i	i	i	i
Cc1nnc(-c2cccc(C(F)(F)F)c2)nc1N1CCOCC1	i	i	1.8	i	i	-6.2	0.2	i	i	i	i
